OXTR ag = agonists of human oxytocin receptor | AID 2435 | P30559 | CHO-OTR cells, Fluo-8 calcium fluorescence; normalized: DMSO 0%, oxytocin 100% | actives 0.32% (n = 320,000) | activation, % at 3 µM;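 active = activation above the mean of all tested compounds plus 3 SD, cutoff set per screening run, cut at about 20% in these data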;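 also: peak over basal fluorescence ratio from a 100 s FLIPR kinetic read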
GPR7 antagonist = antagonists of human GPR7 (neuropeptides B/W receptor 1); P48145; GPR7-expressing cells, fluorescence antagonist assay; inhibition, % at 4.4 µM; actives 1.1% (n = 290,000); in the data active = inhibition above about 16%, passing the limit was not always enough;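 also: cells stimulated with the agonist NPW; 0% = agonist with vehicle and 100% = vehicle without agonist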
Target sequence (P48145 whole entry, looked up): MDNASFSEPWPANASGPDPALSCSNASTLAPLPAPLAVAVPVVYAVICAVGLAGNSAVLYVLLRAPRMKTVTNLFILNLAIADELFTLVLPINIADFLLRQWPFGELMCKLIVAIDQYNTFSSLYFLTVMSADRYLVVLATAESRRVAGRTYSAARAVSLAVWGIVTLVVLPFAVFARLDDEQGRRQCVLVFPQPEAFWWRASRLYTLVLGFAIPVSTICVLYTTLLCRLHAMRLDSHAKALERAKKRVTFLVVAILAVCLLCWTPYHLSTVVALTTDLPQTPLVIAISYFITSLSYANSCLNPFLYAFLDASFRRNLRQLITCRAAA
M18AAP inhibitor = blocks P. falciparum M18 aspartyl aminopeptidase; actives 1.2% (n = 290,000); recombinant PfM18AAP, H-Glu-NHMec fluorogenic cleavage; inhibition, % at 7.35 µM; AID 1822;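 active = inhibition above the campaign mean inhibition over all tested compounds plus 3 SD, cut at about 28% in these data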;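 also: 0% = plate median of test compound wells and 100% = 2 mM ZnCl2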
MEKK2 WT-MEK5 = raises or lowers MEK5 binding to wildtype human MEKK2 PB1 domain; bead flow cytometry, Alexa488-MEK5 binding to MEKK2 WT; actives lie on both sides; Q9Y2U5; binding response (% of control), % at 10 µM; actives 1.1% (n = 290,000); in the data active = binding response below about 67% or above about 130%
V1R ag counter = counter-screen for oxytocin receptor agonists: human V1a receptor agonists; P37288; CHO-V1R cells, Fluo-8 calcium fluorescence, agonist mode; 0% DMSO, 100% 3 nM vasopressin; activation, % at 3 µM; actives 0.25% (n = 320,000);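 active = activation above the mean activation of all tested compounds plus 3 SD, per screening run, cut at about 20% in these data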;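 also: signal is peak over basal fluorescence ratio across a 100 second FLIPR read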
Target sequence (P37288 whole entry, looked up): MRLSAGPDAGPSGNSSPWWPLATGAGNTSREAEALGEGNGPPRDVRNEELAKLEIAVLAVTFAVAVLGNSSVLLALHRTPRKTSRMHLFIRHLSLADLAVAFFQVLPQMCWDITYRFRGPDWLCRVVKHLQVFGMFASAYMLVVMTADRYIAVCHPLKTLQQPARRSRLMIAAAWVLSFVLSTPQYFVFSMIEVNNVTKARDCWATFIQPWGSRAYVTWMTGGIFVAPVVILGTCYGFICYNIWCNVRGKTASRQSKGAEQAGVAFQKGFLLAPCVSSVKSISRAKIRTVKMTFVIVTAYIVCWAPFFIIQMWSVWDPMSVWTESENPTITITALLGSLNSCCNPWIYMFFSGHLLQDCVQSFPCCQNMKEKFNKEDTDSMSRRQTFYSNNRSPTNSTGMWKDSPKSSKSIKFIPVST
NALP1 yeast inh = inhibitors of NALP1 inflammasome in yeast; S. cerevisiae NALP1/ASC/caspase-1 growth, X-gal OD620, 72 h; inhibition, % at 10 µM; actives 0.61% (n = 280,000); AID 2071; in the data active = inhibition mostly above about 24%, no sharp cut-off; inactive = mostly below about 32%; also: some compounds called inactive have numbers as strong as hits
OXTR potentiate = potentiates the human oxytocin receptor response; P30559; CHO-OTR cells, Fluo-8 calcium fluorescence, potentiator mode; 0% = oxytocin EC15, 100% = EC100; activation, % at 3 µM; actives 0.061% (n = 320,000);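 active = activation above that plate's cutoff, the mean activation of tested compounds plus 3 SD, cut at about 6.6% in these data, passing the limit was not always enough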;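 also: 100% uses oxytocin at 75 nM as the full agonist control; some results filed as inactive read as strong as hits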
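Replication – single well per compound, singlicate · Assay system – CHO cell line stably expressing human OTR · Timing – 6 min pre-incubation, 100 s read · Measure – normalized max/min fluorescence ratio, % activation · Doses – 3.0 µM, one dose · Detection – Fluo-8 calcium dye fluorescence · Probe or stimulus – oxytocin near EC15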
MEKK2 mut-MEK5 = signal of MEK5 binding to mutant human MEKK2 PB1 domain; bead flow cytometry, Alexa488-MEK5 binding to MEKK2 mutant; percent response, % at 10 µM; actives 0.35% (n = 290,000); in the data active = percent response above about 24%, passing the limit was not always enough; also: inactives centre near 1; some results filed as inactive read as strong as hits
GalR3 antag = blocks the human galanin receptor 3. O60755. HEK293 GalR3-CNG cAMP membrane potential fluorescence; galR3 body fused to GalR1 C-terminus. inhibition, % at 3 µM. actives 0.44% (n = 360,000);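 active = inhibition above the screen-wide average plus 3 SD, cut at about 13% in these data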;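 also: forskolin and galanin both at EC90 stimulate the cells; cAMP rise reported by CNG channel membrane potential dye signal; 0% = forskolin plus galanin with DMSO and 100% = forskolin alone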
* = called active by the depositor; / = not tested or not shown; [ ] = dose if it differs, or a comment.

item	molecule	OXTR potentiate	OXTR ag	GalR3 antag	M18AAP inhibitor	V1R ag counter	GPR7 antagonist	NALP1 yeast inh	MEKK2 mut-MEK5	MEKK2 WT-MEK5
1	CCOc1ccc(CC(C(=O)NN)C(=O)NN)cc1CN(C)C	-8	0.4	-3	13	-0.6	-7	10	0	98
2	O=C1CC(SC2=NCCS2)C(=O)N1c1cccc(Cl)c1Cl (stereo unspecified)	-10	-0.8	3	-11	1.1	-7	4	-17	87
3	Cn1c(N)c(C(=O)N/N=C/c2ccccc2)sc1=S	-14	0.5	0	34*	-0.6	0	/	-22	88
4	CCC(C)(C)n1nnnc1C(c1ccc(C)cc1)N1CCCC1 (stereo unspecified)	-4	-1.8	-2	-7	-1.1	0	22	4	104
5	O=C(O)Cc1ccc2[nH]c3ccc(CC(=O)O)cc3c2c1	-25	1.2	-3	-6	9.7	-8	1	-2	97
6	CN(C(=O)CSc1nc2ccccc2c(=O)n1-c1ccccc1F)C1CCS(=O)(=O)C1 (stereo unspecified)	6	1.8	-1	/	0.9	/	/	/	/
7	Cn1c(NNC(=O)C2CCCCC2)cc(=O)n(C)c1=O	-1	1.0	-2	-13	-0.7	-11	-9	-10	94
8	Cc1cc(C(=O)c2cnc(/N=C/N(C)C)s2)cc(C)c1O	-14	-0.1	-6	-7	1.6	-8	-10	-17	0.0*[inhibitor]
9	COc1nc(SCC(=O)Nc2ccccc2Cl)nc(N(C)C)n1	-2	0.2	-5	5	0.6	3	-9	-20	99
10	COc1ccc(C(=O)NN/C(C)=C/C(=O)c2ccccc2)cc1	-14	-0.1	0	5	-0.8	1	2	-1	98
11	Cc1ccc(NC(=O)CN(C)C(=O)C2CC(=O)N(Cc3ccccc3)C2)cc1 (stereo unspecified)	1	-0.8	-3	3	-0.9	-7	1	6	99
12	Cc1ccc(S(=O)(=O)NC2CC(=O)N(c3ccc4c(c3)OCCO4)C2)cc1 (stereo unspecified)	2	0.8	-1	/	0.7	/	/	/	/
13	CC(C)c1nnc(NC(=O)CSc2nnc(NC(=O)c3c(F)cccc3F)s2)s1	4	-0.1	2	-7	0.2	-1	-7	3	103
14	O=C(CCN1CCN(CCO)CC1)Nc1ccc(Br)cc1	-15	0.1	-3	-11	-0.5	-1	0	-11	72
15	CN1CCN(CCCNC(=O)c2ccc3c(c2)N(Cc2ccc(F)cc2)CCS3)CC1	-6	1.1	-4	7	2.1	3	27	6	112
16	CCCN(CCC)CCCNC(=O)c1cc2c(=O)n(C)c3ccccc3c2n1C	-7	-0.3	-4	-1	-0.6	3	-1	2	107
17	CCOC(=O)N1CCC(N2CC34C=CC(O3)C(C(=O)Nc3ccc(OCC)cc3)C4C2=O)CC1 (stereo unspecified)	1	-0.1	-2	0	0.5	0	-6	-5	87
18	O=C(CNC(=O)c1ccc(Cl)cc1Cl)OCN1C(=O)c2ccccc2C1=O	1	-1.6	0	/	-0.6	/	/	/	/
19	COC(=O)c1ccc2c(=O)n(CCCCCC(=O)NCCNC(C)=O)c(=O)[nH]c2c1	3	-0.3	-7	-2	2.5	-4	3	1	96
20	Nc1ccc(-c2nc(-c3ccccc3)nc3ccccc23)cc1	-7	-1.1	-10	3	1.1	3	10	3	104
21	O=C(COC(=O)c1nn(-c2ccccc2)c(=O)c2ccccc12)NC1CCS(=O)(=O)C1 (stereo unspecified)	-12	-1.1	/	-1	-0.4	-17	-12	-2	98
22	COc1ccc(C2C(C(=O)N3CCOCC3)=C(C)NC3=C2C(=O)CC(C)(C)C3)c(OC)c1 (stereo unspecified)	-4	0.1	-4	-3	0.5	-5	5	-1	91
23	CN(Cc1ccccc1)C(=O)COC(=O)Cn1cnc2ccccc21	-4	1.5	3	-3	-0.3	-12	21	-5	99
24	Cc1nc(-c2ccccn2)nc(SCC(=O)c2ccc(F)cc2)c1Cl	-1	-3.0	-4	4	-1.7	-4	/	31	113
25	O=C(Nc1ccc2c(c1)OCCO2)C1CCCC1	-2	-1.1	-5	/	0.3	/	/	/	/
26	CC[C@@](C)(NS(=O)(=O)OCC(Cl)(Cl)Cl)c1ccccc1	-10	-1.8	-5	-1	0.1	-5	19	5	102
27	CC12CCC(=O)N1C(C(=O)NNC(=O)c1ccc(Cl)cc1)CS2 (stereo unspecified)	-9	-0.1	0	/	2.0	/	/	/	/
28	O=C(NC1CCS(=O)(=O)C1)c1cccc(S(=O)(=O)N2CCOCC2)c1 (stereo unspecified)	-4	-0.6	-6	-11	0.2	-8	3	3	107
29	Cc1ccc(NC(=S)N(CCN(C)C)C(C)c2cccnc2)cc1 (stereo unspecified)	1	0.5	4	3	1.2	-3	8	-4	103
30	CC(=O)N(C)c1ccc(NC(=O)C(Sc2ccccc2)c2ccccc2)cc1 (stereo unspecified)	-18	-0.1	-8	0	0.8	-14	0	-11	72
31	COCc1cccc(C2=CC(=O)C[C@H](c3ccc(OC)cc3)C2)c1	-3	-1.1	0	/	-0.8	/	/	/	/
32	COC(=O)/C=C1\SC(=NC(=O)c2cccc(Cl)c2)NC1=O	-5	-0.1	3	10	1.6	-10	21	/	/
33	CCOC(=O)c1ccc(NC(=O)CC2SCCNC2=O)cc1 (stereo unspecified)	-10	0.8	-4	-6	0.3	-1	-14	-2	99
34	Cc1ccc(C(=O)OCC(=O)NNC(=O)COc2ccc(Cl)cc2)c(O)c1	4	1.2	-5	/	-0.3	/	/	/	/
35	CCOC(=O)Nc1ccc(Cc2ccncc2)cc1	-6	1.3	3	-7	2.3	-1	-8	-10	75
36	NC(=O)c1cnn(C2CCS(=O)(=O)C2)c1 (stereo unspecified)	-10	1.2	-4	-11	-0.6	-15	-3	-3	97
37	COCCCN1C(=O)c2ccc(C(=O)OCC(=O)NCc3ccccc3OC)cc2C1=O	0	-0.4	-3	-3	2.1	-10	-5	1	101
38	CC1CN(CCCSc2ccc(Cl)cc2)CC(C)O1 (stereo unspecified)	-1	-1.0	-2	-7	-0.2	-3	10	2	106
39	CCOc1ccc(NC(=O)c2cc3c(C)nc4ccccc4c3o2)cc1	-5	-1.4	/	2	-0.1	-14	48	-2	90
40	COc1ccc(-c2noc(CSc3nc4ccccc4c(=O)n3-c3ccccc3)n2)cc1	4	0.2	-5	-11	-0.1	-5	15	5	94
41	O=C(CCCn1c(=S)[nH]c2cc3c(cc2c1=O)OCO3)N1CCN(c2ccccn2)CC1	/	/	-2	5	/	-9	15	-1	99
42	Cc1ccc(C(CC(=O)c2ccco2)SCCO)cc1 (stereo unspecified)	0	-2.5	-4	12	-0.7	10	8	0	106
43	O=C1CCC(C(=O)NCc2ccc3c(c2)OCO3)N1 (stereo unspecified)	-17	-0.1	-2	5	0.6	4	-11	-6	82
44	CN(CC(=O)Nc1ccc(OC(F)(F)F)cc1)S(=O)(=O)c1cnc[nH]1	-9	-0.6	0	-1	0.0	1	30	0	101
45	O=C(Cc1ccccc1)c1c[nH]c(C(=O)O)c1	-7	-0.1	-1	6	2.3	-2	16	-4	100
46	O=C(O)CCCCCN=C1CCc2ccccc2N1	/	/	0	-6	/	-3	10	-3	99
47	O=[N+]([O-])/C(=C\Nc1ccccc1)S(=O)(=O)c1ccccc1	-2	1.0	-2	-5	1.5	-2	3	5	106
48	O=C(O)CCc1nn2c3ccccc3n(Cc3ccccc3F)c2nc1=O	5	1.4	-1	-3	2.0	-12	0	-5	95
49	COc1cc(OC)c(C(=O)OCC(=O)Nc2c(C)n(C)n(-c3ccccc3)c2=O)cc1OC	-7	-0.7	-4	/	-0.2	/	/	/	/
50	Cc1ccccc1NC(=S)NCC(c1cccnc1)N(C)C (stereo unspecified)	4	0.8	-3	-3	1.9	-12	25	0	100

(further entries)
item	molecule	OXTR potentiate	OXTR ag	GalR3 antag	M18AAP inhibitor	V1R ag counter	GPR7 antagonist	NALP1 yeast inh	MEKK2 mut-MEK5	MEKK2 WT-MEK5
51	Cc1nc(NCCc2ccc(S(N)(=O)=O)cc2)c2c3c(sc2n1)CCC3	-4	2.2	-8	3	4.8	2	8	-2	97
52	Cn1ccnc1C1CCCCN1C(=O)c1cc(COc2ccc(F)cc2Cl)on1 (stereo unspecified)	-5	1.6	-8	-1	3.8	2	9	0	103
53	CCc1ccccc1N(CC(=O)N/N=C/c1ccc(OC(=O)OC)c(OC)c1)S(C)(=O)=O	-15	0.8	2	-5	1.7	-4	16	-11	90
54	Cc1nc(N)c(Cc2ccccc2F)c(N)n1	1	1.8	-1	4	0.9	-20	11	-5	92
55	COc1cccc(C(=O)Nc2c3c(nn2-c2ccc(Cl)cc2)CS(=O)(=O)C3)c1OC	1	0.0	-9	-5	-0.3	-12	-2	-2	99
56	O=C(c1cccc(C(F)(F)F)c1)C1CCCN(C(=O)CCc2cnccn2)C1 (stereo unspecified)	-4	-0.1	-3	-3	-0.1	-6	16	10	102
57	COc1ccc(/C=C/C(=O)c2ccc3ccccc3c2O)cc1CN1CCOCC1	-7	-0.1	-1	7	0.7	-7	26	-1	103
58	CCOc1cc(/C=N/NC(=O)COc2ccccc2C)ccc1OC(=O)c1cccs1	-12	0.2	-2	1	1.3	0	23	-4	95
59	Brc1ccc(C2Nc3cccc4cccc(c34)N2)s1	4	0.3	-6	1	0.0	2	36	-1	96
60	CCCCCCOC(=O)c1ccccc1NC(=O)/C=C/C(=O)O	-12	-1.7	-2	-4	-1.0	4	-12	0	97
61	Cn1c(SCC(=O)Nc2ccc(Cl)cc2F)nnc1-c1ccco1	3	-1.2	-7	-2	0.3	-12	-5	2	103
62	Cc1c(C)[n+](=O)c2c(n1[O-])CCCCC2	-2	0.6	-5	-3	0.9	-1	1	4	109
63	O=C(NC1CCCCC1)N1CCN(c2ccc(Cl)cc2)CC1	-12	6.4	-1	-5	12	-5	31	-10	92

Assay outcomes deposited in PubChem BioAssay by several laboratories.
